Source: PubChem
AMPAR-TARP mod = modulators of GluA2-stargazin AMPA receptor complexes, primary screen, cell-based, membrane potential dye. HEK293 GluA2+stargazin, membrane potential dye (FDSS), glutamate EC50; hits were called plate by plate, in both directions. calls only at 30 µM. 40,000 tested, 3.5% active;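 active = any of four per-well response measures lying three or more SD from its plate-wide compound average, in either direction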
Target sequence (O88602 whole entry, looked up): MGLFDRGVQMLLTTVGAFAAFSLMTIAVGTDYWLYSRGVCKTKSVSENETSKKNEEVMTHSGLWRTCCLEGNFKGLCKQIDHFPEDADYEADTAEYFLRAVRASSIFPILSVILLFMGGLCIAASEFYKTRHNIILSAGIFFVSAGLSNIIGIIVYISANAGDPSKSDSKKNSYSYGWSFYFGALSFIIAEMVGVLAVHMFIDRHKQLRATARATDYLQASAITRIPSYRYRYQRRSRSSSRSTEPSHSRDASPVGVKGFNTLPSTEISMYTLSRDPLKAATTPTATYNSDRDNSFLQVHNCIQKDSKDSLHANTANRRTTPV
Target sequence (P19491 whole entry, looked up): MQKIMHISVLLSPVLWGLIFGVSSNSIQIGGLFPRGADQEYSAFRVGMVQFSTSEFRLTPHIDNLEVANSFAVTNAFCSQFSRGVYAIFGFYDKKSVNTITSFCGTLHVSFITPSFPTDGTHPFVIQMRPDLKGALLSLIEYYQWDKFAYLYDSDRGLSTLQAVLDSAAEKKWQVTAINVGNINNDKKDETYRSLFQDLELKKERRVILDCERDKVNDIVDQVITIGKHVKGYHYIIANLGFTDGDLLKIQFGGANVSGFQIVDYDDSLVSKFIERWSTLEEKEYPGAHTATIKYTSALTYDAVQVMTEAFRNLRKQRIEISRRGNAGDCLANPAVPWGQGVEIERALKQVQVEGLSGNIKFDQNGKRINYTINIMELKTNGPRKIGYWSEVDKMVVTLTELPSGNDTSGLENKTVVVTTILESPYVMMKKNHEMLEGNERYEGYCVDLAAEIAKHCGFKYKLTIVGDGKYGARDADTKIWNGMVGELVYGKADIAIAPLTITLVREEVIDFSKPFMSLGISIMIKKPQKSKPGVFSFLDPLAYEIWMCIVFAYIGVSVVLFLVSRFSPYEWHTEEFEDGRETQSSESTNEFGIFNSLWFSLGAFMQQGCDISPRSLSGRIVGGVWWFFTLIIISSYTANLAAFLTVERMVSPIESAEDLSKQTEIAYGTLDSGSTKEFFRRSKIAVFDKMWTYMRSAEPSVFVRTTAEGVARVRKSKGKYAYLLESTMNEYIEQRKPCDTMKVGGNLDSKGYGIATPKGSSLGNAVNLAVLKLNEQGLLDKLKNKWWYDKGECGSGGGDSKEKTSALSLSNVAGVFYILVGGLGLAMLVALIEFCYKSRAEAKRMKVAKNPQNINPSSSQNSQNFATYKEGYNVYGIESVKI
AMPAR-TARP mod agonism max-min = also measured in AMPAR-TARP mod; calls as there; compound max-min signal; compound-alone response (agonism);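 unitless range of fluorescence divided by baseline over first 100 seconds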
AMPAR-TARP mod glutamate slope = second read-out of AMPAR-TARP mod, no call of its own (marks repeat the call); glutamate slope, % of max; measured here: glutamate response slope, % max;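 scaled per plate between vehicle wells and maximal 1 mM glutamate control wells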
The depositor's hits bear a star; i = inactive; + = active, no number; & = joins results of further samples.

Second line of a record: AMPAR-TARP mod, AMPAR-TARP mod agonism max-min, AMPAR-TARP mod glutamate slope
- COc1cccc(C(CNS(=O)(=O)c2ccc([N+](=O)[O-])cc2)N2CCOCC2)c1 (stereo not given)
 : i, 0.13, 63
- CCc1cc(CC)n(-c2nc3c(c(=O)n(CCN4CCOCC4)c(=O)n3C)n2C)n1
 : i, 0.064, 28
- CNc1nn(CC(=O)Nc2cc(C)c(Cl)cc2OC)c(N)c1-c1nc(-c2ccccc2C)no1
 : i, 0.11, 54
- COc1cc(NCCNC(=O)Nc2ccc(C)c(F)c2)nc(OC)n1
 : i, 0.14, 59
- COCCN1CCC(CNC(=O)c2ccc(F)cc2Cl)CC1
 : i, 0.08, 68
- COc1cccc2cc(C(=O)N3CCC(Cn4cccn4)CC3)oc12
 : i, 0.11, 56
- CCOc1c(S(=O)(=O)NCc2ccccn2)ccc(Cl)c1Cl
 : i, 0.056, 51
- COc1ccc(Br)cc1S(=O)(=O)N1CCN(S(=O)(=O)c2cc(Br)ccc2OC)C(C)C1 (stereo not given)
 : i, 0.11, 66
- COc1ccc(C(=O)Nc2cccc(Cl)c2)cc1
 : i, 0.092, 49
- O=C(CNC(=O)c1ccccc1)NCC#CCN1CCc2ccccc2C1
 : i, 0.11, 53

Seven records drawn at random from those above, as already listed:
Second line of a record: AMPAR-TARP mod, AMPAR-TARP mod agonism max-min, AMPAR-TARP mod glutamate slope
- CNc1nn(CC(=O)Nc2cc(C)c(Cl)cc2OC)c(N)c1-c1nc(-c2ccccc2C)no1
 : i, 0.11, 54
- COc1cccc2cc(C(=O)N3CCC(Cn4cccn4)CC3)oc12
 : i, 0.11, 56
- COc1cccc(C(CNS(=O)(=O)c2ccc([N+](=O)[O-])cc2)N2CCOCC2)c1 (stereo not given)
 : i, 0.13, 63
- COc1cc(NCCNC(=O)Nc2ccc(C)c(F)c2)nc(OC)n1
 : i, 0.14, 59
- O=C(CNC(=O)c1ccccc1)NCC#CCN1CCc2ccccc2C1
 : i, 0.11, 53
- COCCN1CCC(CNC(=O)c2ccc(F)cc2Cl)CC1
 : i, 0.08, 68
- COc1ccc(C(=O)Nc2cccc(Cl)c2)cc1
 : i, 0.092, 49

(list continues)
Second line of a record: AMPAR-TARP mod, AMPAR-TARP mod agonism max-min, AMPAR-TARP mod glutamate slope
- CC(C)c1ccc(NC(=O)CSc2ncc(S(=O)(=O)c3ccc(C(C)(C)C)cc3)c(=O)[nH]2)cc1
 : i, 0.091, 51
- CC(C)(C)c1ccc(S(=O)(=O)Nc2ccc(C(=O)N3CCCC3)cc2)cc1
 : i, 0.049, 55
- COc1ccc(-n2nnc(C(=O)Nc3ccccc3C#N)c2C)cc1
 : i, 0.084&0.044, 49&104
- CCOc1ccccc1NC(=O)Cn1cc(OC)c(=O)cc1CSc1nc(C)cs1
 : i, 0.031, 50
- COc1ccc(-c2ccc(OCCNS(=O)(=O)c3ccc(C)c(C)c3)nn2)cc1
 : i, 0.024, 58
- COc1ccc(C(=O)Nc2nc3c(s2)CCC3C(=O)N2CCCC2)cc1 (stereo not given)
 : i, 0.034, 61
- COc1cccc(CCNC(=O)Cc2cc(-c3ccc4c(c3)OCO4)on2)c1
 : i, 0.034, 23
- CCC(C)NC(=O)c1c(C(F)(F)F)nn(C2CCN(C(C)C)CC2)c1C (stereo not given)
 : i, 0.084, 64
- CCc1nnc(NC(=O)c2nnn(-c3ccc(C)c(Cl)c3)c2C)s1
 : i, 0.069&0.032, 43&106
- COc1ccc(-n2c(=O)c3ccccc3n(CC(=O)NC3CCCCC3)c2=O)cc1
 : i, 0.064, 53

Next section.
Second line of a record: AMPAR-TARP mod, AMPAR-TARP mod agonism max-min, AMPAR-TARP mod glutamate slope
- COc1ccccc1N1CCN(CC(O)COC2CCCCC2)CC1 (stereo not given)
 : i, 0.037, 69
- CC1CC(=O)Nc2c1c(NC(=O)C1CCN(S(C)(=O)=O)CC1)nn2C (stereo not given)
 : i, 0.11, 68
- NC(=O)CSc1nc(=O)n(CCO)c2c1CCCC2
 : i, 0.039, 61
- CCSc1ncnc2c1nnn2C
 : i, 0.059, 33
- CN1CCCc2cc(C(CNC(=O)Cc3cccs3)N3CCOCC3)ccc21 (stereo not given)
 : i, 0.033, 55
- CCOc1ccc(NC(=O)C(=O)NCCCc2ccccc2)cc1
 : i, 0.047, 45
- O=C1CC(c2ccco2)Cc2nc(NC3CCCC3)ncc21 (stereo not given)
 : i, 0.039, 52
- CCOc1ccc(-c2ccc(=O)n(CCNS(=O)(=O)c3cc(F)ccc3F)n2)cc1
 : i, 0.056, 57
- COc1ccc(S(=O)(=O)NCC(c2ccsc2)N2CCc3ccccc3C2)cc1OC (stereo not given)
 : i, 0.048, 54
- CCOc1ccc(C(=O)NCC(C)(O)CCSC)cc1OCC (stereo not given)
 : i, 0.093, 60

Compounds above containing four or more nitrogen atoms (8):
Second line of a record: AMPAR-TARP mod, AMPAR-TARP mod agonism max-min, AMPAR-TARP mod glutamate slope
- CCc1cc(CC)n(-c2nc3c(c(=O)n(CCN4CCOCC4)c(=O)n3C)n2C)n1
 : i, 0.064, 28
- CNc1nn(CC(=O)Nc2cc(C)c(Cl)cc2OC)c(N)c1-c1nc(-c2ccccc2C)no1
 : i, 0.11, 54
- COc1cc(NCCNC(=O)Nc2ccc(C)c(F)c2)nc(OC)n1
 : i, 0.14, 59
- COc1ccc(-n2nnc(C(=O)Nc3ccccc3C#N)c2C)cc1
 : i, 0.084&0.044, 49&104
- CCC(C)NC(=O)c1c(C(F)(F)F)nn(C2CCN(C(C)C)CC2)c1C (stereo not given)
 : i, 0.084, 64
- CCc1nnc(NC(=O)c2nnn(-c3ccc(C)c(Cl)c3)c2C)s1
 : i, 0.069&0.032, 43&106
- CC1CC(=O)Nc2c1c(NC(=O)C1CCN(S(C)(=O)=O)CC1)nn2C (stereo not given)
 : i, 0.11, 68
- CCSc1ncnc2c1nnn2C
 : i, 0.059, 33

(more compounds)
Second line of a record: AMPAR-TARP mod, AMPAR-TARP mod agonism max-min, AMPAR-TARP mod glutamate slope
- Cc1nc2ccc(S(=O)(=O)NCCCn3nc(-c4ccccc4)ccc3=O)cc2s1
 : i, 0.08, 62
- CC(C)(CO)NC(=O)Cc1ccc(NS(=O)(=O)/C=C/c2ccccc2)cc1
 : i, 0.071, 41
- COc1cccc(NC(=O)CN2C(=O)NC3(CCC(C)CC3)C2=O)c1 (stereo not given)
 : i, 0.13, 53
- Cn1c(=O)c2ccc(C(=O)NC3CCCCC3)cc2n2c(SCC(N)=O)nnc12
 : +, 0.13*, 0.4*
- COc1cccc(C(=O)NCCS(=O)(=O)N2CCc3ccccc3C2)c1
 : i, 0.11, 62
- COc1cc(C)c(S(=O)(=O)N2CCN(c3cccc(C(F)(F)F)c3)CC2)cc1C
 : i, 0.073, 60
- O=C(/C=C/c1ccco1)N1CCC(c2nnc(-c3ccco3)s2)CC1
 : i, 0.082, 51
- COc1ccc2oc(=O)c(S(=O)(=O)c3cccc(Cl)c3)cc2c1
 : i, 0.087, 61
- O=C(Cn1cc(-c2nnc(-c3ccccc3)o2)c2ccccc21)Nc1ccccc1
 : i, 0.091, 51
- COc1ccc(-c2nc(CNC(=O)Cn3cncc(C)c3=O)cs2)cc1
 : i, 0.091, 61

Full records, looked up by structure. Screens in order: AMPAR-TARP mod, AMPAR-TARP mod agonism max-min, AMPAR-TARP mod glutamate slope
Entry for `Cc1nc2ccc(S(=O)(=O)NCCCn3nc(-c4ccccc4)ccc3=O)cc2s1` → i, 0.08, 62
Entry for `COc1cc(C)c(S(=O)(=O)N2CCN(c3cccc(C(F)(F)F)c3)CC2)cc1C` → i, 0.073, 60

More results.
Second line of a record: AMPAR-TARP mod, AMPAR-TARP mod agonism max-min, AMPAR-TARP mod glutamate slope
- CCc1ccc(Oc2cc(N3CCC(C(=O)NCC4CCCO4)CC3)ncn2)cc1 (stereo not given)
 : i, 0.1, 54
- O=C(NCc1cccc(Oc2ccc(F)cc2)c1)c1ccccn1
 : i, 0.089, 72
- COc1ccc(-n2nnc3c(N4CCN(C(=O)C5CCCO5)CC4)ncnc32)cc1 (stereo not given)
 : i, 0.12, 54
- Cc1cc(C)cc(OCCNC(=O)c2ccc(S(=O)(=O)N3CCCC3)cc2)c1
 : i, 0.12, 66
- COCCNC(=O)Cc1ccc(NS(=O)(=O)c2cc(F)ccc2F)cc1
 : i, 0.057, 25
- COCC(=O)N1CCCc2ccc(NC(=O)c3ccno3)cc21
 : i, 0.11, 64
- CC(C)(C)c1ccc(C(=O)Nc2ccc(N3CCCCS3(=O)=O)cc2)cc1
 : i, 0.11, 73
- Cc1ccc(N2CCCS2(=O)=O)cc1NC(=O)c1ccc(F)c(F)c1
 : i, 0.093, 45
- Cc1c(NC(=S)NC(=O)c2ccccc2Cl)c(=O)n(-c2ccccc2)n1C
 : i, 0.092, 60
- COc1cccc(NC(=O)c2c(O)c3ccccc3[nH]c2=O)c1
 : i, 0.089, 82

(continued)
Second line of a record: AMPAR-TARP mod, AMPAR-TARP mod agonism max-min, AMPAR-TARP mod glutamate slope
- c1cc2c(cc1Nc1nc(N3CCOCC3)nc(N3CCOCC3)n1)OCO2
 : i, 0.066, 43
- O=C(NC1CCCCC1N1C(=O)CSC1=O)c1ccc(-n2cccc2)cc1 (stereo not given)
 : i, 0.085, 64
- CSc1ccccc1NC(=O)C(=O)NCC1CCN(C2CCCC2)CC1
 : +, 0.088*, 47*
- COc1ccc(C)cc1Nc1nc(C(N)=O)cs1
 : i, 0.1, 59
- CS(=O)(=O)c1ccc(Nc2nc(CC(=O)N3CCC(C(N)=O)CC3)cs2)cc1
 : i, 0.084, 64
- Cc1nc(-c2cccs2)c(CCC(=O)Nc2ccc(OC(C)C)cc2)s1
 : i, 0.12, 41
- Cc1ccc(Oc2cccc(C(=O)Nc3nc4ccccc4[nH]3)c2)nn1
 : i, 0.065, 57

Only part of the results is shown; rates above refer to the full screens.
